KDM5B inh: Primary screen for KDM5B Histone Demethylases FDH-coupled qHTS; KDM5B demethylase, FDH-coupled NADH fluorescence (FDH is formaldehyde dehydrogenase); Potency, µM (series often up to 57.7 µM), inactives show at the top dose activity change, negative = inhibition, actives largely listed as inhibitors; actives 2.6% (n = 220,000); active means well fitted inhibition curve with a large enough effect; inconclusive means small, poorly fitted or top-dose-only effect; inactive means no such curve, though single readings can be large or run the other way; further: 0% is about no effect; nearly all actives have a fitted effect of over 70% in size
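Coupled FDH/NAD⁺ fluorescence readout. KDM5BΔAP 200 nM final; compound titration, 10 min RT preincubation; substrate mix 12.5 µM H3K4me3, 25 µM 2-OG, 50 µM Fe(II), 100 µM ascorbate, 0.25 mM NAD⁺, 0.25 U/mL FDH; ΔRFU over 30 min.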
* = called active by the depositor; i = inactive; ? = inconclusive; & = joins results of further samples; [ ] = remark or other dose. Potency means the concentration at half of the fitted maximal effect. An excerpt, so the mix of outcomes need not match the whole.

SMILES	KDM5B inh
COc1ccc(CCc2nc(-c3nnn4c3COC(c3ccc(C)cc3)C4)no2)cc1 (stereo not given)	10%
O=C(Nc1ccc(Cl)cc1)c1cc(S(=O)(=O)NC2CCCCCC2)ccc1F	-19%
Cc1ccc(CCNC(=O)c2ccc3c(c2)N(Cc2ccccc2)C(=O)c2ccccc2S3=O)cc1 (stereo not given)	-21%
O=C(Cn1c(=O)n(Cc2cccs2)c(=O)c2cccnc21)Nc1ccccc1F	-20%
O=C(NCCN1CCOCC1)C1Cn2cccc2C(=O)N1Cc1ccccc1 (stereo not given)	-37%
CCOCCOC1CCN(C(=O)NCc2ccc(OC)cc2)CC1	-13%
O=C(Nc1ccccc1Cl)c1sc2cccc(Cl)c2c1Cl	-11%
CCNc1cc(N2CCC(CCC(=O)NCCc3ccccn3)CC2)ncn1	-35%
CCOc1ccc(-c2cc(C(=O)OC)c3ccccc3n2)c(OCC)c1	?
Cc1noc(-c2cccc(OC3CN(C(=O)Cc4ccsc4)C3)c2)n1	-3%
CN(C(=O)Cn1c(=O)n(CCC(=O)NCc2ccc3c(c2)OCO3)c(=O)c2sccc21)c1ccccc1	-16%
Cc1ccc(NC(=O)c2cc(S(=O)(=O)N(C)C)ccc2N2CCCC2)cc1F	?
O=C(NCCN1CCc2ccccc2C1)c1ccc(F)cc1Cl	-23%
CCN(CC)S(=O)(=O)c1nnc(NC(=O)c2ccc(Br)cc2)s1	10%
O=C(Cc1ccc([N+](=O)[O-])cc1)NNC(=O)c1ccc2c(c1)OCO2	-14%
CCOC(=O)Cc1csc(SCC(=O)NC2CCC(C(C)(C)CC)CC2)n1 (stereo not given)	3%
O=C(NCCOc1ccccc1)c1cnc2n1CCN(Cc1ccc(F)cc1)CC2	-7%[86.2 µM]
Fc1ccc(CNc2nc3ccc(Cl)cc3n3nnnc23)cc1	?
Cc1[nH]c2ccc(C(=O)OCC(=O)NC3CC3)cc2c1C	-12%
CC(C)(C)N1Cc2nnn(Cc3ccccc3)c2-c2cc(N3CCCC3)ccc2S1(=O)=O	?
Cc1ccc(NC(=O)NCCc2c[nH]c3ccccc23)cc1	-6%
COc1ccc(C(=O)N2CCCN(C(=O)OC(C)(C)C)CC2)cc1OC	-2%
Cc1ncc2c(c1CNC(=O)Cc1ccsc1)CCN(C(=O)Cc1ccc(F)c(F)c1)C2	35%[activator]
Cc1cn2nc(C(=O)NCc3cc(F)cc(F)c3)cc2c(=O)[nH]1	-21%
CNC(=O)NC[C@H]1CCN(Cc2ccc(F)cc2F)C[C@H]1N(C)C	5%
CCCC(=O)N1Cc2ccccc2CC2(CCCN(Cc3ccc(O)cc3)C2)C1 (stereo not given)	?
COc1ccc(C2=Nn3c(nnc3-c3cccc(F)c3)SC2)cc1	18%
CCOc1ccc(N2C(=O)CN(S(=O)(=O)c3ccccc3)CC2(C)C(=O)NCCC(C)C)cc1 (stereo not given)	0%
CC(=O)N1CCc2cc(S(=O)(=O)N3CCc4ccccc43)ccc21	-29%
O=c1c2ccccc2sc2cc(Br)ccc12	4%
CN1C(=O)COC[C@@H]1[C@H](O)c1ccc(NC(=O)Cc2ccccc2)cc1	12%[86.2 µM]
C[C@@H](NC(=O)C1CCOCC1)c1onc(-c2ccc(F)cc2)c1C(=O)O	4%[86.2 µM]
COCCNCc1ccc(-c2ccc(F)cc2)o1	22%&20%
COc1ccc(-c2cc(N3CCCC(NC(=O)c4cnccn4)C3)n[nH]2)cc1 (stereo not given)	6%
Cc1cc(C(=O)N2CC[C@H](NS(=O)(=O)c3cn(C)cn3)C[C@H]2C(=O)N[C@H](Cc2c[nH]c3ccccc23)C(N)=O)n(C)n1	-22%
CCOC(=O)c1c(C)[nH]c(C)c1S(=O)(=O)N(C)CC(=O)Nc1ccc(OC)cc1	6%
COc1ccc(-c2ccc(=O)n(CCNC(=O)Cc3ccccc3)n2)cc1	?
CN1CC2(CCN(C(=O)NCCc3ccccc3)CC2)CC1C(=O)N1CCOCC1 (stereo not given)	?
CC1(C)CNC(=O)c2nc(-c3n[nH]c4c3CCCCC4)[nH]c2C1	-26%
COc1cccc(CN2CCOc3ccc(C(=O)NCc4ccccc4F)cc3C2)n1	-6%
Cc1ccc(C2=C(O)C(=O)N(c3ccc(F)cc3)C2c2ccccc2)cc1 (stereo not given)	?
COc1ccc(NC(=O)Cn2cccc2-c2nc(-c3ccc(OC)c(F)c3)no2)cc1	0%
COc1ccc(CNC(=O)CSCc2ccc(C)cc2)c(OC)c1	1%
Cc1cc(F)ccc1-c1cccc(COc2cnc3c(ccn3CC(=O)O)c2)c1	?
COc1ccc(N(CC(=O)N/N=C/c2ccccc2OC)S(=O)(=O)c2ccccc2)cc1	17%
Cc1ccc(/C=C/C(=O)c2ccc(O)c(CCCl)c2)c(C)c1	-30%
Cc1ccc(C)c(C(=O)C(C)OC(=O)CN2C(=O)NC3(CC(C)CC(C)(C)C3)C2=O)c1 (stereo not given)	15%
CN(C)CCNC(=O)c1ccc2c(c1)NC(=O)C(CS(=O)(=O)Cc1cccc(Br)c1)N2 (stereo not given)	?
Cc1ccc(-c2ccc3ncn(Cc4ccccn4)c(=O)c3n2)c(C)c1	32µM*
Cc1nn(CCNC(=O)Cn2cc(C)c(=O)[nH]c2=O)c(C)c1Cl	-12%
O=C(Cn1c(=O)oc2cc(Cl)ccc21)N1CCc2n[nH]c(=O)n2CC1	-19%
CSC(C)C(=O)Nc1ccc(I)cc1 (stereo not given)	13%
CC(C)c1nnc(NC(=O)Cn2ccc3ccc(Cl)cc32)s1	4%
Cc1cc(C(=O)CN2C(=O)c3ccccc3S2(=O)=O)c(C)n1C(C)C	-3%
O=C(NCC1(N2CCOCC2)CCSC1)Nc1ccc(F)cc1F (stereo not given)	12%
COc1ccc(Cl)c(N2CC(c3nc4ccccc4n3C(C)C)CC2=O)c1 (stereo not given)	10%
CCS(=O)(=O)Nc1ccc(C2(C(=O)NCc3ccccc3F)CCCCC2)cc1	11%
COCC(=O)Nc1cc(C(=O)N2CCc3cc(OC)c(OC)cc3C2)c2c(c1)nc(C1CCC1)n2C	?
CCCCOC(=O)C(C)Oc1ccc2c(=O)c(-c3ccccc3OC)coc2c1 (stereo not given)	8%
O=C(c1ccc(-n2cnnn2)cc1)N(Cc1ccco1)Cc1cccs1	13%

(next part)
SMILES	KDM5B inh
Cc1cc(CNC(=O)c2ccc(-c3ccccc3Cl)o2)n(C)n1	20µM*
CCOC(=O)c1c(C)oc2ncnc(N3CCN(c4ccccc4OC)CC3)c12	-13%
Cc1ccc(CN2CCCOCCNC(=O)CC2)s1	4%
CC(C)Oc1ccc(CN2CCC(CO)(Cc3ccccc3Cl)CC2)cc1CO	3%
COC[C@@H]1CN(C(=O)Cc2cccc(OC)c2)C[C@H]1c1ccncc1	28%
COc1ccc(C(=O)Oc2cc(C)c(Cl)cc2C(C)C)cc1	18%
Cc1ccc(C)c(CS(=O)(=O)c2cn(CC(=O)N(C(C)C)C(C)C)c3ccccc23)c1	-6%
CCCN(C)c1ccc(/C=N/NC(=S)Nc2cccc(CC)c2)cc1	-20%
CCOC(=O)C1CCN(C(=O)Cn2nc(CC)n3c(cc4occc43)c2=O)CC1	1%
CNc1ncnc2c1cnn2-c1ccc(C)c(C)c1	?
CCc1ccc(C(=O)COC(=O)c2nn(C)c(=O)c3ccccc23)cc1	-8%
CC(C)(C)c1ccc(/C=N/OCC(=O)N2CCC(Cc3ccccc3)CC2)cc1	22%
Cc1noc(C)c1S(=O)(=O)N(C)C(C)c1cc2ccccc2o1 (stereo not given)	11%
CC(=O)c1cccc(OCc2ccccc2C#N)c1	8%
COc1ccccc1NC(=O)c1cccc(S(=O)(=O)N2CCCCCC2)c1	-8%
Cc1cc(NC(=O)CSc2nccn2-c2cccc(F)c2)no1	16%
O=C(O)c1ccccc1C(=O)NCc1c(Cl)cccc1Sc1ccc(Cl)cc1	18%
CN1c2cc(C(=O)NCCc3ccccc3)ccc2C(=O)N2CCCC21 (stereo not given)	?
CCn1c(SCC(=O)NC2=NCCS2)nnc1C(C)NC(=O)c1ccccc1Br (stereo not given)	2%
CCCCCn1c(=O)[nH]c2cc(C(=O)NC(C)CC)ccc2c1=O (stereo not given)	-6%

KDM5B inh, entries above that show a hit
SMILES	KDM5B inh
Cc1ccc(-c2ccc3ncn(Cc4ccccn4)c(=O)c3n2)c(C)c1	32µM*
Cc1cc(CNC(=O)c2ccc(-c3ccccc3Cl)o2)n(C)n1	20µM*

(cont.)
SMILES	KDM5B inh
CCCN(Cc1cccs1)C(=O)Nc1ccccc1OC	-6%
CC12CN3CC(C)(CN(C1)C3c1ccc(OCc3ccccc3)cc1)C2=O (stereo not given)	14%
CCN(CCN(C)C)C(=O)c1cn(CC2COc3ccccc3O2)nn1 (stereo not given)	21%
COc1ccc(NC(=O)c2oc3ccccc3c2NC(=O)Cc2cccs2)c(OC)c1	73%[activator]
O=C(NCC1CC1)c1cccc(OC2CN(Cc3cncs3)C2)c1	0%
O=C(O)CCNS(=O)(=O)c1ccc(Cl)c(C(=O)O)c1	25%
O=c1n(-c2cccc(Cl)c2)nc2n1CCN(Cc1cccc3ccccc13)C2	-22%[115 µM]
COCCn1c(C)cnc1C1CCNC1 (stereo not given)	-16%
CC1(c2ccccc2)N(Cc2ccccc2C#N)C(=O)OC12CCN(C(=O)Cc1ccc3c(c1)OCO3)CC2 (stereo not given)	-9%
Cc1noc(C)c1CN1CCc2nc(C(=O)Nc3ccccc3)oc2CC1	?
O=C(c1cn[nH]c1-c1ccc(F)cc1)N1CCCCC1	18%
O=C1CC(c2ccccc2)N(C(=O)CNS(=O)(=O)c2cccs2)CCCCCCN1 (stereo not given)	-10%
Cc1[nH]c2ccccc2c1/C=N/NC(=O)c1cc(-c2ccncc2)nc2ccccc12	19%
CC(=O)c1cccc(NC(=O)C(C)Oc2ccc3ccc(=O)oc3c2)c1 (stereo not given)	?
CNC(=O)[C@@H]1CN(C(=O)c2ccc(C)c(C)c2)C[C@H]1CO	2%
O=C(NC1CC1)c1cccc(NC(=O)c2cccc3cccnc23)c1	2%
Cc1ccc(SCCNC(=S)Nc2ccc(F)cc2)cc1	-24%
COCCNC(=O)CCc1nc2cccnc2n1Cc1ccc(OC)cc1	6%
CC(C)(C)c1ccc(NC(=O)CN2CCC(N3CCCC3)C2)cc1 (stereo not given)	-5%
NC(=S)N/N=C/c1coc2cc(Br)ccc2c1=O	-5%

Four entries from above, bar-delimited.
SMILES | KDM5B inh
Cc1noc(C)c1CN1CCc2nc(C(=O)Nc3ccccc3)oc2CC1 | ?
O=C(c1cn[nH]c1-c1ccc(F)cc1)N1CCCCC1 | 18%
O=C1CC(c2ccccc2)N(C(=O)CNS(=O)(=O)c2cccs2)CCCCCCN1 (stereo not given) | -10%
Cc1[nH]c2ccccc2c1/C=N/NC(=O)c1cc(-c2ccncc2)nc2ccccc12 | 19%

Seven compounds drawn at random from the list so far:
SMILES	KDM5B inh
Cc1noc(C)c1CN1CCc2nc(C(=O)Nc3ccccc3)oc2CC1	?
CC1(c2ccccc2)N(Cc2ccccc2C#N)C(=O)OC12CCN(C(=O)Cc1ccc3c(c1)OCO3)CC2 (stereo not given)	-9%
O=C(O)CCNS(=O)(=O)c1ccc(Cl)c(C(=O)O)c1	25%
COCCNC(=O)CCc1nc2cccnc2n1Cc1ccc(OC)cc1	6%
Cc1ccc(SCCNC(=S)Nc2ccc(F)cc2)cc1	-24%
CC(=O)c1cccc(NC(=O)C(C)Oc2ccc3ccc(=O)oc3c2)c1 (stereo not given)	?
CCN(CCN(C)C)C(=O)c1cn(CC2COc3ccccc3O2)nn1 (stereo not given)	21%

Other records:
SMILES	KDM5B inh
O=C(NCCC1=CCCCC1)c1ccccc1C(F)(F)F	6%
O=C(O)c1ccc(CN2CCC3(CC2)CC(C(=O)O)N(C(=O)C2CC2)C3)cc1 (stereo not given)	8%
O=C(Nc1ccc(F)cc1)C1CCN(c2ncnc3c2sc2ncccc23)CC1	8%
Cc1ccc(C(=O)Nc2cccc(-c3nnc4n3CCCC4)c2)cc1	11%
COc1ccc(Cl)cc1NC(=O)Cn1c(=O)n(Cc2ccco2)c(=O)c2cccnc21	-18%
O=C(OCc1ccc(Cl)c(Cl)c1)c1ccccc1Oc1ccccc1	3%
COCCNC(=S)NCCN(Cc1ccccc1)C(=S)NCCOC	8%
CCC(C(=O)NCc1ccccc1Cl)n1c(=O)c2cccn2c2ccccc21 (stereo not given)	-16%
Cc1cccc(-c2nc3c4ccccc4nc(NCc4ccc(F)cc4)n3n2)c1	-28%
Cc1nn(-c2ccccc2)c(C)c1/C=N/NC(=O)c1cc(O)cc(O)c1	25%
Cc1nc(/N=C(\N)NC(=O)NC2CCCCC2)nc2ccccc12	0%
CCN(CC)S(=O)(=O)c1ccc(-c2nc(C#N)c(NCc3ccc4c(c3)OCO4)o2)cc1	i
N#Cc1ccc(C(=O)Nc2ccc([C@@H](O)[C@H]3COCC(=O)N3Cc3ccc(F)cc3)cc2)cc1	14%
COc1ccc(-c2cc3ccc(OCC(=O)OC(C)C)cc3oc2=O)cc1	?
CCCN1CCN(c2nc3c(c(=O)[nH]c(=O)n3C)n2Cc2ccccc2)CC1	-3%
COc1cccc(-c2nc(C(=O)N3CCC(C)CC3)nn2-c2ccccc2)c1	12%
Cc1cc(C(F)(F)F)nn1CC(=O)NCCn1c(C)cnc1C1CCC1	-12%
CN(Cc1ccc(F)c(F)c1)S(=O)(=O)c1ccc2c(c1)CCC2	16%
Cc1nn(CC(=O)NCCCN2CCCCC2)c(=O)c2nc(-c3ccccc3)sc12	32µM*
CCOC(=O)CNC(=O)c1cc(-c2ccccc2)nc2ccccc12	-29%

Screens (PubChem)
